EPAC2 antag: qHTS for Antagonist of cAMP-regulated guanine nucleotide exchange factor 2 (EPAC2): primary screen. Potency, µM (highest dose often 114 µM), inactives show at the highest dose activity, negative = inhibition, hits mostly inhibitors. Rap guanine nucleotide exchange factor 4 (Homo sapiens), Q8WZA2. EPAC2 GEF exchange of Rap1B-BODIPY-GDP, fluorescence. AID 720708, 2013. 0.18% of 360,000 active; note: potency is the fitted concentration of half-maximal effect; % is set by controls: 0 for no effect and ±100 for the full control effect; nearly all actives have a fitted effect of over 45% in size; many of its hits are not listed in these tables
EPAC1 ag: qHTS for Agonist of cAMP-regulated guanine nucleotide exchange factor 3 (EPAC1): primary screen; AID 720707, 2013; Potency, µM (doses to about 154 µM), without a hit: at the top dose activation, usual class: activators; 0.073% of 360,000 active; EPAC1 agonist qHTS, biochemical assay; response scale: 100% = response to 6.5 mM cAMP; Rap guanine nucleotide exchange factor 3 (Homo sapiens), O95398; note: potency is the fitted concentration of half-maximal effect; nearly all actives have a fitted effect of over 60% in size
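Compounds were pinned as a concentration titration into mixtures of EPAC1 (100 nM), BODIPY-GDP-loaded Rap1B (250 nM) and GDP (50 uM). After 5 min at room temperature, fluorescence was followed for 30 min; activity was scaled to 6.5 mM cAMP.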
PLK1 PBD inh: qHTS for Inhibitors of PLK1-PDB (polo-like kinase 1 - polo-box domain): Primary Screen | Potency, µM, inactives show max response, negative = inhibition, hits mostly inhibitors | Serine/threonine-protein kinase PLK1 (Homo sapiens), P53350 | 2.8% of 360,000 active | AID 720504, 2013 | Plk1 PBD binding of FITC phosphopeptide, fluorescence polarization; note: potency is the fitted concentration of half-maximal effect; series mostly up to about 57 µM; % is set by controls: 0 for no effect and ±100 for the full control effect; nearly all actives have a fitted effect of over 65% in size
Target sequence (P53350 whole entry, looked up, the tested form may be a part): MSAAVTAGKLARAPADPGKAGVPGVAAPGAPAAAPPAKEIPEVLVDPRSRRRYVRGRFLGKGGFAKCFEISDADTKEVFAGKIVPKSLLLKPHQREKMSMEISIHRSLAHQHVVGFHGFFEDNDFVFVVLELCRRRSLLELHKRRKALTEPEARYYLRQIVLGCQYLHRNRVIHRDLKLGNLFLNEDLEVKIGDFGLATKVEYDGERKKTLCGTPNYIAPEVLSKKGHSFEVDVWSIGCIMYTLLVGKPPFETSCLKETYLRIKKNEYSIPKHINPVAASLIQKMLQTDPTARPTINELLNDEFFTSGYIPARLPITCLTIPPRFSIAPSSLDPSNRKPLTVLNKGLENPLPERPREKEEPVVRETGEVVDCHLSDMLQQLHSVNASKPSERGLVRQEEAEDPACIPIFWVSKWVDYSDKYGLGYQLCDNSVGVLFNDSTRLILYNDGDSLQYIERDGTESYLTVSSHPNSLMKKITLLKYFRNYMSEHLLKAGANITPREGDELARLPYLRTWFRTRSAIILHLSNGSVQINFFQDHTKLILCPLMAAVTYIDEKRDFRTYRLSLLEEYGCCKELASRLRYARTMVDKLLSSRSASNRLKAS
MmCpn inh: Inhibitors of TCP-1 ring complex (TRiC) of Methanococcus maripaludis (MmCpn): qHTS; 0.031% of 330,000 active; Potency, µM (highest dose often 76.9 µM), without a hit: top-dose activity, negative = inhibition, hits mostly inhibitors; purified Mm-Cpn ATPase, ADP Transcreener TR-FRET; AID 504842, 2011; note: potency is the fitted concentration of half-maximal effect; % is set by controls: 0 for no effect and ±100 for the full control effect; nearly all actives have a fitted effect of over 80% in size
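ATPase turnover read by TR-FRET ADP competition (Eu cryptate antibody/ADP-d2, 665/590 nm): 10uM ATP final, 25nM Mm-CPN final, 30 min 37degC after 10-min compound preincubation, pH 7.4 Tris/KCl/MgCl2/DTT buffer.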
PI5P4K alpha inh: qHTS for Inhibitors of phosphatidylinositol 5-phosphate 4-kinase (PI5P4K) | AID 652105, 2013 | max response, % | Phosphatidylinositol 5-phosphate 4-kinase type-2 alpha (Homo sapiens), P48426 | 1.2% of 330,000 active | PI5P4Kalpha enzyme, ADP-Glo luminescence, 60 min; active compounds read low; active = max response of -50% or lower; inconclusive = between -30% and -50%; inactive = -30% or higher; note: value at the top dose of about 77 µM; % is set by controls: 0 for no effect and ±100 for the full control effect
Target sequence (P48426 whole entry, looked up): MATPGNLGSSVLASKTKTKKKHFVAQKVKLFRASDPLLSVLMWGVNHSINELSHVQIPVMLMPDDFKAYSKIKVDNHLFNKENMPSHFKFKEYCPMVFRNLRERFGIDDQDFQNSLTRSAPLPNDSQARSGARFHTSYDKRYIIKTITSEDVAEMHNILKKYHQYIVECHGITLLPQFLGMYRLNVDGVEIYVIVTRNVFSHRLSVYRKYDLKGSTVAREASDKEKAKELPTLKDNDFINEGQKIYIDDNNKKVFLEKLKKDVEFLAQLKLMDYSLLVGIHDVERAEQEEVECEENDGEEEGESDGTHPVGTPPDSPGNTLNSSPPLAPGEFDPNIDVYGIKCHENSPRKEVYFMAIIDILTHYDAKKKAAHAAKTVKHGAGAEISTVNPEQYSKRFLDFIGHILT
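Single end-point luminescence (ADP-Glo) quantified ADP from PI5P4Kalpha turnover; ATP 5 microM final, 1 h at RT, 0.1% CHAPS and 0.28 mM EGTA in HEPES pH 7.4.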
EPAC1 antagonist: qHTS for Antagonist of cAMP-regulated guanine nucleotide exchange factor 3 (EPAC1): primary screen; Rap guanine nucleotide exchange factor 3 (Homo sapiens), O95398; EPAC1 GEF assay, Rap1b-BODIPY-GDP exchange fluorescence; Potency, µM (highest dose often 115 µM), inactives show top-dose activity change, negative = inhibition, hits mostly inhibitors; 0.14% of 360,000 active;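 note: potency is the fitted concentration of half-maximal effect; plate controls were vehicle for no effect and positive control for full effect; nearly all actives have a fitted effect of over 50% in size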
WRN inhibitor: qHTS for Inhibitors of WRN Helicase. Bifunctional 3'-5' exonuclease/ATP-dependent helicase WRN (Homo sapiens), Q14191. WRN helicase unwinding, fluorescent forked duplex, kinetic. Potency, µM (highest dose often 114 µM), without a hit: top-dose activity change, negative = inhibition, actives largely listed as inhibitors. 0.46% of 360,000 active; note: potency is the fitted concentration of half-maximal effect; % is set by controls: 0 for no effect and ±100 for the full control effect; nearly all actives have a fitted effect of over 55% in size
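Kinetic fluorescence helicase assay: unwinding of a quenched forked DNA duplex (100 nM final) with 2 mM ATP final raises red fluorescence (525/598 nm). Compounds sat 15 min at room temperature with 20 nM WRN beforehand.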
CCT modulator: High-Throughput Screening for Modulators of Cytosolic Chaperonin Activity; purified chaperonin ATPase assay, HTRF ADP detection, 30 min; activity change, % (test concentration not listed), hits read low; 0.3% of 360,000 active; AID 651819, 2012; in the data active = activity change below about -30%; note: % is set by controls: 0 for no effect and ±100 for the full control effect
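We incubate TRiC, 40 or 20 nM final, with library compounds at 76 uM and 10 uM ATP for 30 min at 37 °C. ADP formed is detected with Transcreener HTRF reagents after 30 min at room temperature.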
The depositor's hits bear a star; ? = inconclusive; . = no result given; [ ] = remark or other dose. Unless noted, calls come from the whole dose curve; as a rule, active = well fitted curve in the direction sought with a large enough effect; inconclusive = small, poorly fitted or top-dose-only effect, or another doubt; inactive = no such curve, though single readings can be large; an effect the other way counts as inactive or inconclusive.

The first 4 records, to show the layout:
SMILES	EPAC2 antag	EPAC1 ag	PLK1 PBD inh	MmCpn inh	PI5P4K alpha inh	EPAC1 antagonist	WRN inhibitor	CCT modulator
Cc1ccc(C)c(C(=O)COC(=O)C(C)N2C(=O)C3C4CCC(C4)C3C2=O)c1 (stereo not given)	-14%	1%	?	-2%	7	-27%	3%	-2.2
N/C(Cc1ccc([N+](=O)[O-])cc1)=N\OC(=O)COc1ccccc1Cl	-7%	6%	-5%	0%	-59*	-24%	-22%	-1.6
COC(=O)c1cc(COC(=O)CNC(=O)c2ccc(Br)cc2)oc1C	?	-5%	-12%	-4%	6	4%	7%	-1.3
O=C(Cc1c(F)cccc1Cl)NC1CCN(Cc2ccccc2)CC1	7%	11%	0%	.	-4	0%	13%	-0.3

The list itself, repeating the preview:
SMILES	EPAC2 antag	EPAC1 ag	PLK1 PBD inh	MmCpn inh	PI5P4K alpha inh	EPAC1 antagonist	WRN inhibitor	CCT modulator
Cc1ccc(C)c(C(=O)COC(=O)C(C)N2C(=O)C3C4CCC(C4)C3C2=O)c1 (stereo not given)	-14%	1%	?	-2%	7	-27%	3%	-2.2
N/C(Cc1ccc([N+](=O)[O-])cc1)=N\OC(=O)COc1ccccc1Cl	-7%	6%	-5%	0%	-59*	-24%	-22%	-1.6
COC(=O)c1cc(COC(=O)CNC(=O)c2ccc(Br)cc2)oc1C	?	-5%	-12%	-4%	6	4%	7%	-1.3
O=C(Cc1c(F)cccc1Cl)NC1CCN(Cc2ccccc2)CC1	7%	11%	0%	.	-4	0%	13%	-0.3
O=C(NCc1ccccc1)N1CCN(c2ccc(F)cc2)CC1	10%	1%	3µM*	-2%	?	3%	-4%	-3.2
Cc1nn(CCC(=O)NNC(=S)Nc2ccc(F)cc2)c(C)c1Br	-3%	8%	-15%	-1%	-1	-11%	0%	-2.4
CCOc1cc(N2CCOCC2)c(OCC)cc1NC(=O)Cc1cccc(OC)c1	2%	18%	-2%	-2%	-13	2%	-11%	-2.0
Cc1ccc(S(=O)(=O)N(C)/N=C/c2ccc(C(=O)O)cc2)cc1	-4%	-9%	1%	-2%	1	-16%	10%	1.0
CCCC[n+]1c2ccccc2cc2ccccc21	-17%	9%	0.53µM*	-2%	?	-11%	-36%[11.6 µM]	-1.5
C#CCOCCOCCOCCNc1nc(N2CCOCC2)nc(N2CCN(C(=O)CCCCCCCCCCNC(=O)[C@@H](CCC(=O)O)n3cc(CCCCCN)nn3)CC2)n1	4%	0%	-5%	0%	1	-16%	3%	-0.3
CC(C)C1CC2=C(C(=O)OC(C)(C)O2)C(c2ccc(F)cc2)O1 (stereo not given)	?	-9%	2%	.	8	-14%	-4%	1.6
N=C1/C(=C/c2ccc(OC(=O)c3ccco3)cc2)C(=O)N=C2SC=CN12	2%	-4%	-4%	1%	?	-13%	-28%	0.4
CC(=O)N1CCN(S(=O)(=O)c2cccc(C(=O)NNC(=O)Cn3nc(C)cc3C)c2)CC1	18%	-5%	-1%	0%	3	-3%	12%	-3.8
CN(CCc1ccccc1)C(=O)c1ccc(NC(=O)Cc2ccc(NC(=O)C3CCN(C(=O)c4ccccc4)CC3)cc2)cc1	-7%	-13%	-10%	.	-7	-10%	-6%	-0.5
COc1ccc(C(C)(C)C)cc1NC(=O)COC(=O)C1=NNC(=O)CC1	-8%	13%	-2%	1%	-2	1%	-7%	-2.5
Cc1cc(F)ccc1S(=O)(=O)N1CCCOC1CNC(=O)C(=O)NC1CCCCC1 (stereo not given)	-4%	-5%	-2%	-6%	7	-6%	-3%	-2.7
Cc1ccccc1C(=O)Nc1nc2c(C)csc2c(=O)s1	-29%	-5%	-4%	-7%	4	7%	-9%	-0.8
Cc1ccc(C)c(N(C(=O)c2csnn2)C(C(=O)NC2CCCCC2)c2ccccn2)c1 (stereo not given)	3%	-4%	-7%	-6%	3	10%	2%	-1.7
CSc1cccc(NS(=O)(=O)c2ccc3c(c2)CCN3C(C)=O)c1	-10%	6%	-7%	1%	8	17%	3%	1.1
N/C(=N\OC(=O)CC1CCCCC1)c1ccccc1	-5%	2%	-2%	1%	2	0%	-4%	1.6
Cn1nccc1C(=O)NC(=S)Nc1cc(Cl)cc(Cl)c1	?	-3%	?	-7%	-6	-11%	-7%	-3.2
Cc1c(C(=O)N2CCc3ccccc32)cnn1C	3%	-6%	-8%	3%	7	7%	0%	-0.5
CC(C)N(C(=O)Cn1cc(S(=O)(=O)CC(=O)NCc2ccccc2)c2ccccc21)C(C)C	0%	-2%	-18%	2%	2	1%	-26%	-3.7
Cc1ccc(NCc2nnc(SCC(=O)NCCc3ccccc3)n2C)cc1	14%	-8%	-2%	0%	-2	17%	-4%	1.9
CCNc1nc(NCC)n2c(SCC(=O)c3ccccc3Cl)nnc2n1	-9%	2%	-13%	-2%	-2	14%	-7%	-5.7
Other compounds.
SMILES	EPAC2 antag	EPAC1 ag	PLK1 PBD inh	MmCpn inh	PI5P4K alpha inh	EPAC1 antagonist	WRN inhibitor	CCT modulator
CC(C)(C)c1ccc(OCC(=O)NN2Cc3ccccc3C2=N)cc1	6%	-8%	-6%	3%	-9	2%	3%	2.5
COC(=O)c1ccc(NC(=O)CN(C)Cc2cccc(F)c2)cc1	-25%	5%	-15%	2%	3	-12%	-23%	1.7
COc1ccc(CCNC(=O)c2c(C)noc2C)cc1	4%	4%	-2%	1%	.	7%	-2%	1.3
Cc1ccc(C)c(N2N=C(C(=O)Nc3ccccc3N3CCCC3)CCC2=O)c1	-17%	?	-7%	0%	8	-10%	-20%	1.6
Cc1ccc(C(=O)NC2=NCCS2)cc1Cl	6%	-3%	-6%	-1%	-2	-4%	-26%	2.4
Cc1cccc(C)c1NC(=O)c1c(-c2ccccc2)noc1C	-8%	-7%	2%	2%	.	18%	-2%	-0.5
CSC(=S)N/N=C/c1ccc(Br)cc1	-5%	3%	2%	-7%	8	15%	-5%	-1.2
COc1ccc(CSc2nc3nc(C)cc(C)n3n2)cc1F	-8%	1%	?	-2%	4	-3%	1%	-1.5
Clc1ccc(/C=C/c2nc3ccccc3[nH]2)cc1	4%	-8%	-4%	1%	-19	8%	0%	0.6
CC(C)(C)S(=O)(=O)c1nc2ccccc2s1	19%	4%	-13%	-2%	2	3%	1%	0.7
CCc1noc(C)c1C(=O)Oc1ccc(N(C)S(=O)(=O)c2ccc(C)cc2)cc1	1%	4%	5%	-1%	3	-14%	0%	-1.3
CC1CCC2(CC1)NC(=O)N(NC(=O)c1cccc(N(C)C)c1)C2=O (stereo not given)	8%	7%	-2%	-3%	2	2%	-3%	-0.1
CCS(=O)(=O)c1ccc(O)c(NC(=O)Nc2cccc3ccccc23)c1	-4%	3%	-5%	1%	0	-5%	-18%	-1.9
O=C(NCCCn1ccnc1)Nc1ccc(Cl)cc1	0%	1%	-6%	2%	.	-26%	2%	-2.1
CN(Cc1ccccc1)C(=O)c1csc([C@H]2C[C@H](O)[C@@H](CO)O2)n1	-4%	-2%	-9%	.	0	5%	1%	0.8
CCOc1ccc(/C=N/OCC(=O)NCc2ccco2)cc1	1%	8%	15µM*	2%	-23	4%	7%	-0.3
O=C(N/N=C/c1cn(-c2ccccc2)nc1-c1cccs1)c1ccc(Cl)cc1	-10%	6%	0%	-8%	4	-12%	-3%	-4.0
O=C(/C=C/c1ccccc1Cl)NC(=S)Nc1ccccc1C(=O)NC1CCCCC1	1%	-1%	?	-2%	.	4%	-1%	0.7
CC(=NCCc1ccccc1)C1=C(O)COC1=O	-2%	5%	-5%	3%	-4	-16%	-14%	-0.1
O=C(NCCOc1ccccc1F)c1ccc2c(=O)n3c(nc2c1)CCC3	1%	9%	-4%	-1%	-1	5%	-3%	-3.6
COc1ccc(CCNS(=O)(=O)c2ccc3oc(C(=O)O)c(C)c3c2)cc1OC	2%	9%	-9%	0%	.	6%	-9%	-0.3
COc1ccccc1C(=O)COC(=O)c1cc(S(=O)(=O)N2CCCCC2)ccc1N1CCOCC1	-9%	8%	-8%	-5%	10	-12%	-7%	-1.9
CS(=O)(=O)c1ccc(CNC(=O)C2(C(F)(F)F)C/C(=C\Cc3ccccc3)CCCO2)cc1 (stereo not given)	-1%	2%	-11%	.	4	-7%	-6%	-2.8
O=C(CN1C(=O)NC(Cc2ccccc2)C1=O)Nc1ccccc1F (stereo not given)	0%	8%	1%	0%	-1	13%	2%	-0.5
CC(C)(C)N1C(=O)[C@H]2[C@@H](c3ccc(Br)cc3)N3C(=O)N(c4ccccc4)C(=O)[C@@]3(C)[C@H]2C1=O	7%	-3%	5%	1%	-10	-6%	9%	-3.8
Further compounds follow.
SMILES	EPAC2 antag	EPAC1 ag	PLK1 PBD inh	MmCpn inh	PI5P4K alpha inh	EPAC1 antagonist	WRN inhibitor	CCT modulator
CCn1c2ccc(F)cc2c2nnc(SCCN3CCOCC3)nc21	-8%	4%	?	0%	7	4%	-7%	0.3
Cc1cc(O)c(C(=O)/C=C/c2cccc([N+](=O)[O-])c2)c(=O)o1	-4%	-6%	?	-1%	-86*	56µM*	-27%	0.2
CCOc1ncccc1C(=O)OCC(=O)c1cc(C)n(Cc2ccco2)c1C	-3%	4%	-3%	?	.	7%	-3%	-0.3
CN(Cc1ccccc1)C(=O)C1CCCN1S(=O)(=O)c1ccc2c(c1)n(C)c(=O)c(=O)n2C (stereo not given)	1%	10%	-18%	0%	-2	-13%	4%	-2.7
COc1ccc(N2CCN(C(=O)c3ccc(NS(=O)(=O)c4cccs4)cc3)CC2)cc1	2%	2%	-4%	1%	2	-22%	-13%	-1.6
Cc1noc(C)c1CCC(=O)NC1CCCN(Cc2ccc(CC(C)C)cc2)C1 (stereo not given)	-5%	-6%	7%	1%	10	-4%	-3%[57.1 µM]	-0.4
Cn1c(N)c(C(=O)CSc2nc3ccccc3c(=O)n2Cc2ccccc2)c(=O)n(C)c1=O	1%	1%	-13%	1%	-22	-3%	-4%	0.5
CCN(C(=O)COC(=O)c1c(C)nn(-c2ccccc2)c1C)C1CCS(=O)(=O)C1 (stereo not given)	-2%	5%	-4%	-2%	-4	6%	5%	-0.3

A portion of the library (hit frequency here may not be typical).
